# Autophagy HCS: modulators of autophagy. MEF GFP-LC3 puncta imaging; test concentration mostly 10 µM. calls only at 10 µM (by protocol). 190,000 compounds, 0.98% hits. AID 463193;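 active = percentage of spot-positive cells more than 3 SD above its plate mean, without a fluorescence outlier flag or 80% toxicity; inconclusive = no clear call, values can overlap the other calls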;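 also: spot-positive cell cutoff set from DMSO-treated cells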
# NOD2 inhibition: inhibition of NOD2-driven NF-kB reporter – cell-based, luminescence, uHTS, HEK293 (AID 1566) | inhibition, % at 4 µM; hits with a dose series show EC50 in µM | HEK293 NOD2/NF-kB luciferase reporter, luminescence; higher % means a stronger effect | 290,000 compounds, 0.63% hits; in the data active = inhibition above about 50%; also: many of its hits are not listed in these tables
# WT yeast gro inh: growth inhibition of WT yeast, mitochondrial fusion screen; mitochondrial fusion phenotypic screen, WT strain; inhibition, % at 10 µM; AID 1362; 190,000 compounds, 2.1% hits; in the data active = inhibition above about 58%; tested in S. cerevisiae
# Dynein transport: blocks dynein driven cargo transport along microtubules; 3617.4 mouse cells, GR-EGFP nuclear translocation imaging; test concentration mostly 20 µM; stimulated with dexamethasone, 1 µM; hits give low values; z-score, hits read low; 220,000 compounds, 0.47% hits; AID 1381;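 active = plate z-score of nuclear minus cytoplasmic receptor signal below a set negative limit, without overly bright fluorescence or cell loss, cut at about -3.5 in these data, passing the limit was not always enough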;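 also: z-score of nuclear minus cytoplasmic ring GR-EGFP intensity difference per well; some compounds called inactive have numbers as strong as hits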
#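 Buffer or medium: tet-free, stripped-serum medium; Also added: dexamethasone, 1.0 µM final; Technique: high-content fluorescence imaging after fixation; Times: 48 h induction, 1 h compound, 30 min dex at 37 °C; Read-out: per-cell GR-EGFP intensity, nucleus versus surrounding cytoplasmic ring, well-averaged.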
# Insulin prom up: MIN6 insulin promoter up-regulation. MIN6 insulin promoter-GFP reporter, high-content imaging; hits give high values. z-score at 5 µM. AID 1625. 190,000 compounds, 0.3% hits;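 active = z-score above 3 at 5 µM with at least 500 cells counted in the well; inconclusive = wells under 500 cells, flagged as cytotoxic or low count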
# Lipid droplet: hepatic lipid droplet formation modulation | inhibition, % at 6.5 µM | AML12 mouse hepatocytes, oleate lipid droplets, BODIPY imaging | 240,000 compounds, 0.4% hits | AID 1656;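 active = lipid droplet intensity inhibited by at least 50%, with more than 500 cells counted; inconclusive = wells with under 300 cells, treated as cytotoxic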
#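 System: AML12 hepatocytes (mouse). Probe or stimulus: oleic acid at 100 µM to induce lipid droplet formation. Times: overnight treatment with compound plus oleate. Detection: Image-based BODIPY and DAPI two-channel analysis. Evaluation: percent inhibition of filter-corrected integrated lipid droplet intensity per well.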
# b-catenin transl: modulators of beta-catenin nuclear translocation; nuclear translocation activity, % at 5 µM; 190,000 compounds, 0.3% hits; HeLa beta-catenin nuclear translocation, immunofluorescence imaging; AID 1665;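 active = nuclear translocation activity above 50% at 5 µM, with a well cell count of 50 or more; inconclusive = wells under 50 cells across six images, flagged as toxic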;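 also: per-cell ratio of nuclear to cytoplasmic median beta-catenin stain intensity; plate controls were DMSO negative control for no effect and GSK-3 inhibitor IX positive control for full effect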
#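 Read-out: Nuclear/cytoplasmic beta-catenin signal ratio, % activation | Assay system: Human HeLa cell line | Times: 24 h compound exposure at 37°C, 5% CO2 | Signal: Fluorescence imaging of beta-catenin antibody stain plus DAPI | Dosing: 5 µM primary, 0.02–20 µM confirmation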
# Yfh1-off respiration: mitochondrial function rescue without frataxin homolog – Friedreich's ataxia, plus single-dose screen, dose response (AID 1465) | S. cerevisiae Yfh1-off respiration, WST-1 reduction, 72 h; higher fold induction means a stronger effect | one-dose fold induction at 50 µM; EC50 in µM for titrated hits | 220,000 compounds, 0.074% hits;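 active = fold induction of absorbance versus untreated yeast above a set limit, then at least 30% activation at any dose in follow-up; inconclusive = repeats straddling the limit, or above it without dose testing; inactive = fold induction below the set limit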;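 also: activators that raise dye reduction in frataxin-depleted yeast; strong numbers were not always called active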
# MT stabilizer: stabilizes microtubules in HeLa cells. % tubulin-high responders, % at 10 µM. HeLa tubulin immunostaining HCS, 24 h; share of cells brighter than vehicle mean+2SD. AID 2205. 200,000 compounds, 0.83% hits;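 active = plate Z-score above 3 for both tubulin-high and condensed-nucleus cell shares, with cell loss under 80%, at 10 µM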;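 also: anti alpha tubulin signal scored within the nucleus-defined area of each cell; some results filed as inactive read as strong as hits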
# WT yeast gro inh mutant strain: further read-out of WT yeast gro inh, marked with its call; inhibition, %; mitochondrial fusion phenotypic screen, mutant strain inhibition
# Dynein transport cytoplasmic EGFP: second read-out of Dynein transport, no call of its own (marks repeat the call); z-score; measured here: cytoplasmic GR-EGFP intensity; hits give high values
# Dynein transport nuclear GR-EGFP: also measured in Dynein transport; calls as there; z-score; measured here: nuclear GR-EGFP intensity;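 lower value marks the stronger effect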
# Dynein transport cell count: recorded beside Dynein transport, whose call it bears; z-score; measured here: cell count per field
# Insulin prom up cell count: recorded beside Insulin prom up, whose call it bears; cell count; measured here: cytotoxicity, nuclei count;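 total cells summed across four imaged fields per well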
# Lipid droplet cells 6.5 µM: second read-out of Lipid droplet, no call of its own (marks repeat the call); cell count; measured here: cell count, cytotoxicity flag;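 cells counted across two imaged fields per well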
# b-catenin transl cell count 5 µM: further read-out of b-catenin transl, marked with its call; cell count; measured here: cell count, cytotoxicity flag
# MT stabilizer Hoechst-high %: recorded beside MT stabilizer, whose call it bears; % Hoechst-high responders; measured here: nuclear condensation Hoechst responders;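 share of cells brighter than vehicle mean plus two SD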
# MT stabilizer cytotoxicity %: further read-out of MT stabilizer, marked with its call; toxicity, %; measured here: cytotoxicity by cell density;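 0% = mean cell density of plate MIN control wells and 100% = no cells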
# Autophagy HCS cell loss 18 h: second read-out of Autophagy HCS, no call of its own (marks repeat the call); toxicity, %; measured here: cell loss, nuclei count;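 cell loss after 18 h compound exposure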
# The depositor's hits bear a star; i = inactive; ? = inconclusive; · = not tested or not shown. This is a subset. The share of hits here may be higher or lower than overall.
SMILES,Autophagy HCS,Autophagy HCS cell loss 18 h,NOD2 inhibition,WT yeast gro inh,WT yeast gro inh mutant strain,Dynein transport,Dynein transport cytoplasmic EGFP,Dynein transport nuclear GR-EGFP,Dynein transport cell count,Insulin prom up,Insulin prom up cell count,Lipid droplet,Lipid droplet cells 6.5 µM,b-catenin transl,b-catenin transl cell count 5 µM,Yfh1-off respiration,MT stabilizer,MT stabilizer Hoechst-high %,MT stabilizer cytotoxicity %
CCn1nnnc1SCC(=O)Nc1sc(C)c(C)c1C#N,i,1,14%,17,15,0.72,1.4,0.99,-1.7,-0.26,915,2,756,-2.5,1198,i,2.3,1.3,5.2
CC1(C)CC(=O)c2cc(OCC(=O)NCCCN3CCN(c4ccccc4F)CC3)ccc2O1,i,-3,3%,-7,-1,0.39,-0.28,0.1,0.91,-1.3,1732,-7,651,-0.5,994,i,2.5,2.0,7.2
OCc1csc(=Nc2ccccc2)n1-c1ccccc1,i,15,2%,16,13,-0.11,-0.27,0.099,0.96,0.06,1356,·,·,-9.2,1024,i,5.3,3.8,8.4
CS(=O)(=O)N(CC(=O)O)c1ccc2c(c1)OCO2,i,5,7%,-20,-11,-0.44,-0.22,0.12,0.17,0.32,1753,12,699,0.5,1067,i,3.1,2.0,50
Cc1nn(-c2ccccc2)c2c1C(c1cccs1)C(C#N)=C(N)O2 (stereo not drawn),i,1,-1%,4,-6,-0.98,-0.35,-0.45,0.52,0.19,1044,4,717,·,·,i,1.2,1.9,23
Cc1csc(NC(=O)c2cc(-c3ccco3)nc3ccccc23)n1,i,5,7%,-5,1,0.42,-0.19,0.13,0.18,-0.05,1574,-6,657,2.0,1014,i,4.4,3.8,9.6
C/C(Cn1cnc([N+](=O)[O-])n1)=N\NC(=O)c1ccncc1,i,3,16%,-14,3,2.1,-0.12,1.5,-2.3,0.42,1172,-4,752,·,·,i,4.2,3.5,9.1
O=C(Nc1cccnc1)c1cc(-c2ccco2)on1,i,-31,-107%,-3,5,0.94,0.49,0.49,-0.76,-0.02,1467,·,·,-1.8,1481,i,2.5,2.2,14
COc1ccc(CCN/C=C2/CC(=O)NC2=O)cc1OC,i,14,-24%,9,-10,-0.73,-0.39,-0.077,1.1,0.19,1089,10,806,2.0,1053,i,2.9,2.2,12
Cc1ccc(C(=O)CSC2=C(C#N)C(c3ccco3)C3=C(CC(C)(C)CC3=O)N2)cc1 (stereo not drawn),i,2,5%,35,28,-0.72,0.018,-0.065,0.15,-1.7,707,3,786,·,·,?,2.2,0.9,6.0
CCOC(=O)c1c(C)[nH]c(C(=O)COC(=O)c2ccc(O)cc2O)c1C,·,·,-40%,·,·,-0.0086,-0.27,-0.11,0.51,0.24,1191,-14,635,0.8,1297,i,·,·,·
c1ccc(CN2CCC3(CC2)Nc2ccccc2S3)cc1,·,·,2%,·,·,-0.77,-0.13,-0.22,0.1,-0.37,992,2,696,-0.7,1201,i,·,·,·
CCOc1ccc(S(=O)(=O)N2CCN(C(=O)c3sccc3C)CC2)cc1,i,-4,-4%,-2,0,-0.7,-0.44,-0.16,0.3,0.61,941,12,750,·,·,i,1.8,2.3,7.7
c1ccc(-c2nc3nonc3nc2-c2ccccc2)cc1,i,26,42%,47,35,0.25,-0.29,0.19,-0.21,-1.1,875,·,·,0.5,1147,·,6.9,3.1,9.0
O=C(COC(=O)c1ccc(Cl)c(S(=O)(=O)N2CCCC2)c1)NCc1cccs1,i,-43,-1%,6,-3,2.6,-0.061,1.6,-1.6,0.52,1219,-7,770,-0.5,1057,i,2.8,0.9,8.3
CCCCC(CC)C1OCC(CN2CCCCC2)O1 (stereo not drawn),·,·,-27%,·,·,0.67,-0.12,0.81,-0.25,·,·,7,655,0.7,1350,i,·,·,·
CCCCC(=O)N=c1sc2cc(S(C)(=O)=O)ccc2n1C,i,14,18%,0,12,-1.2,-0.36,-0.35,0.3,-0.19,1640,·,·,-0.9,1286,·,4.9,3.1,1.4
COc1ccc(-c2cc(=O)[nH]c(=O)[nH]2)cc1,i,0,2%,-5,-9,1.1,-0.045,0.56,-1.2,0.14,1249,-2,742,-3.5,1217,i,4.3,1.2,4.2
CC(=O)Nc1nnc(SCC(=O)NCCOc2ccccc2)s1,i,2,-3%,2,4,0.3,-0.18,0.52,-0.64,1.2,1292,-10,739,-6.9,1228,i,9.7,2.2,12
COc1cccc(NC(=O)CC2COc3ccccc3O2)c1 (stereo not drawn),i,2,11%,-9,8,-0.42,-0.26,-0.22,0.67,0.26,912,11,777,6.5,944,i,1.2,1.7,25
CC(C)CN1C(=O)c2ccc(NC(=O)c3ccco3)cc2C1=O,i,-16,-59%,31,14,-0.022,-0.25,0.46,-0.084,-0.25,1473,19,689,1.0,962,i,1.4,1.3,9.8
CCCCC(=O)N1CCN(c2ccc(OC)cc2[N+](=O)[O-])CC1,i,-3,12%,1,-10,0.02,-0.2,0.15,0.23,0.97,1237,-14,704,·,·,i,2.3,1.9,2.5
Cc1ccc(C(=O)Nc2ccccc2N2CCN(C(=O)C(C)C)CC2)cc1,i,-7,5%,-17,-29,-0.12,-0.2,0.032,0.46,-1.7,1104,·,·,-4.4,881,i,4.9,3.5,9.4
CC(C)c1ccc(CNC(=O)C(=O)NCCCn2ccnc2)cc1,i,1,1%,-11,-8,-0.6,-0.23,-0.26,0.43,-1.6,1255,5,763,-0.7,1034,·,4.1,1.2,7.1
CCN(CC)S(=O)(=O)c1cc(NC(=O)C(C)N2CCc3ccccc32)ccc1C (stereo not drawn),i,8,13%,-12,20,-0.16,-0.11,0.23,0.82,-0.25,1219,23,670,-2.7,1066,i,7.1,2.1,8.6
O=C(CN1CCc2ccccc21)NN1CC(=O)N(c2ccccc2)CC1=O,·,·,8%,·,·,-0.42,-0.26,-0.55,0.82,-0.12,1064,-3,710,1.6,1256,i,·,·,·
COc1ccc(Oc2ncnc3sccc23)cc1,i,3,-16%,10,-17,-0.52,-0.22,-0.43,0.092,-0.12,1216,6,664,-2.8,1128,i,2.4,2.3,1.6
COc1ccc(-c2nc3ccccc3c(C(=O)Nc3ccc(S(=O)(=O)Nc4cc(C)on4)cc3)c2C)cc1,i,-4,-6%,-10,11,-1.4,-0.21,-0.49,0.23,-0.63,1040,0,761,1.2,1100,i,25,18,15
CNC(=S)N(Cc1ccc(OC)cc1)Cc1cc2ccc(C)cc2[nH]c1=O,i,6,11%,-10,-2,1.1,-0.11,0.82,-1,0.19,1647,4,645,-0.1,1548,i,3.0,3.2,8.0
CCOP(=O)(/C(C#N)=C(\C)O)c1ccccc1 (stereo not drawn),i,-3,16%,4,8,2.3,-0.045,1.7,-2.3,-0.59,1274,9,674,-1.9,1090,i,1.4,1.4,6.9
COc1ccccc1-c1ccc(Nc2ccc(C(=O)N3CCOCC3)cc2)nn1,i,-3,5%,-2,-2,0.67,-0.22,0.36,0.73,1.4,1117,35,731,-0.6,1040,i,3.8,2.2,7.9
COc1cc(C2C(C(=O)c3ccco3)=C(O)C(=O)N2c2cc(C)on2)cc(Br)c1O (stereo not drawn),i,11,-32%,·,·,-0.27,-0.22,0.026,0.31,0.15,1535,·,·,-4.3,974,i,2.0,1.3,3.9
COc1ccc(CNC(=O)Nc2ccc(C)cc2C)cc1,i,26,-19%,-22,-15,1,-0.18,0.49,-0.46,1.7,1583,-21,681,-0.7,920,i,1.0,0.8,7.0
NS(=O)(=O)c1ccc(CCNC(=O)CCCn2c(=O)[nH]c3ccc(Br)cc3c2=O)cc1,i,6,6%,6,17,0.5,-0.17,-0.006,0.27,-0.11,1619,4,694,-6.7,1205,i,1.7,1.8,0.8
CCCOc1ccc(/C=C/C(=O)Nc2ccc([N+](=O)[O-])cc2)cc1,i,1,40%,12,18,0.57,-0.16,0.064,-0.051,-0.51,705,·,·,-0.3,1490,·,1.3,0.9,1.9

# High-throughput results from PubChem BioAssay.
